# GPR55 activation: GPR55 agonists via beta-arrestin recruitment, primary screen, imaging, U2OS cells, beta-arrestin-GFP redistribution (AID 1961) | G-protein coupled receptor 55 (Homo sapiens) | U2OS GPR55 beta-arrestin-GFP redistribution imaging; higher % means a stronger effect | one-dose activation, % at 10 µM; EC50 in µM for titrated hits | 290,000 tested, 0.048% active;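 active means activation above 40% with more than 50 cells counted in the well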;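 further: U2OS osteosarcoma cells stably expressing GPR55 and beta-arrestin-GFP; plate controls were DMSO negative control for no effect and LPI positive control for full effect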
# West Nile virus CPE: West Nile virus antiviral activity, cell-based, CPE readout (AID 1621) | West Nile virus-infected cells, CPE inhibition; higher % means a stronger effect | one-dose CPE inhibition, % at 10 µM; IC50 in µM for titrated hits | 290,000 tested, 0.02% active; in the data active means a potency from the dose series; further: strong numbers were not always called active
# GPR55 LPI antagonism: GPR55 antagonists blocking LPI-driven arrestin recruitment, primary screen, imaging, U2OS, beta-arrestin-GFP, LPI agonist (AID 2013). U2OS GPR55 beta-arrestin-GFP translocation imaging, LPI antagonism; higher % means a stronger effect. inhibition, % at 10 µM; hits with a dose series show IC50 in µM. 290,000 tested, 0.13% active;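 active means spots per cell inhibited over 60%, with over 100 cells counted and total cytoplasm intensity under 500,000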;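 further: U2OS cells stably carrying GPR55 and arrestin-GFP stimulated by 5 µM LPI near EC80; imaged beta-arrestin-GFP aggregate spots per cell after agonist stimulation; plate controls were LPI-stimulated DMSO wells for no effect and DMSO wells without LPI for full effect; some results filed as inactive read as strong as hits; confirmed hits need IC50 under 10 µM and bright autofluorescent wells are also inconclusive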
# KOR beta-arrestin-1: KOR antagonists, beta-arrestin recruitment, cell-based, luminescence, uHTS (AID 1778) | 290,000 tested, 0.091% active | inhibition, % at 10 µM, or IC50 in µM where a hit was titrated | KOR beta-arrestin recruitment, luminescence, antagonist mode; higher % means a stronger effect | Kappa-type opioid receptor (Homo sapiens); in the data active means inhibition above about 50%; further: strong numbers were not always called active
# KOR beta-arrestin-2: KOR agonists, beta-arrestin recruitment, primary screen, cell-based, luminescence, uHTS (AID 1777) | Kappa-type opioid receptor (Homo sapiens) | KOR beta-arrestin recruitment, luminescence; higher % means a stronger effect | activation, % at 10 µM, or EC50 in µM where a hit was titrated | 280,000 tested, 0.02% active; in the data active means activation above about 50%, passing the limit was not always enough; further: a part of the inactive calls stands beside numbers as strong as those of hits
# NTR1 ag: agonists of NTR1, primary screen, imaging, U2OS cells, beta-arrestin-GFP, high content (AID 493036) | Neurotensin receptor type 1 (Homo sapiens), P30989 | NTR1-U2OS beta-arrestin-GFP spot imaging, agonist mode | activation, % at 20 µM | 330,000 tested, 0.17% active;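 active means activation at or above 40% of the spot to cytoplasm intensity ratio, with at least 20 cells analyzed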;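 further: 0% = DMSO without peptide and 100% = 100 nM NTR1 peptide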
# Target sequence (P30989 whole entry, looked up): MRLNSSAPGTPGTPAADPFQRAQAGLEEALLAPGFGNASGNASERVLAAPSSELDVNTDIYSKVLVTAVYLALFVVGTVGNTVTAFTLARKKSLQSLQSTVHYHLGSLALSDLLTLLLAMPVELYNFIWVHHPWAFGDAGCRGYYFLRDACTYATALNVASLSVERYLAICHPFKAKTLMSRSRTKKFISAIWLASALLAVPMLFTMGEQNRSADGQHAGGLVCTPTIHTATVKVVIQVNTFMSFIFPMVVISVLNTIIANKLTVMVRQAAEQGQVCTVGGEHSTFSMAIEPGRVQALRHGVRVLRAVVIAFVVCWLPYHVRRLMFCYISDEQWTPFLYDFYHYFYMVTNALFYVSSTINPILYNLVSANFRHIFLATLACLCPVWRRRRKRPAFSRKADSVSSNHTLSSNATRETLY
# Salmonella PhoP GFP: inhibitors of PhoP regulon expression, primary screen, Salmonella Typhimurium, GFP reporter (AID 1863); S. Typhimurium PhoP-regulated promoter GFP reporter, 4 h; higher % means a stronger effect; one-dose inhibition, % at 50 µM; IC50 in µM for titrated hits; 300,000 tested, 0.16% active;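 active means inhibition over 29.93%, a cutoff 3 SD above the screen mean, later confirmed by dose response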;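 further: 0% = low Mg2+ inducing control and 100% = high Mg2+ repressing control; strong numbers were not always called active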
# T cell HTS: modulators of CD8 T cell-vesicle binding, primary screen, mouse 2C CD8+ T cells, flow cytometry. calls only at 7 µM. AID 2052, 2009. 2C CD8+ T cell-vesicle binding; active compounds read low. 330,000 tested, 0.068% active;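 active means response, share of CD8 T cells binding vesicles, and their 90th percentile fluorescence all below set limits, cut at about 80% in these data, passing the limit was not always enough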
#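 Test system: purified 2C TCR transgenic mouse naive CD8+ T cells. Probe or stimulus: QL9-peptide-loaded Drosophila micro-vesicles bearing Ld, ICAM-1 and B7-1. Incubation: binding step 1.5 h, 37 °C, antibody labelling 20 min, ice. Measured by: flow cytometry of vesicle-bound cells.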
# GPR35 arrestin U2OS: GPR35 antagonists blocking zaprinast-driven arrestin recruitment, primary screen, imaging, U2OS, beta-arrestin-GFP, zaprinast agonist (AID 2058); U2OS GPR35 beta-arrestin-GFP translocation imaging, zaprinast antagonism; higher % means a stronger effect; inhibition, % at 10 µM, or IC50 in µM where a hit was titrated; 290,000 tested, 0.052% active;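 active means inhibition of at least 50% with at least 30 cells and total cytoplasm GFP at most 10,000,000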
# T cell HTS vesicle-bound %: second read-out of T cell HTS, no call of its own (marks repeat the call); double positive events, %; measured here: CD8+ vesicle-bound cell fraction;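 binding gate set so that unloaded-vesicle control wells show 10% double positive cells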
# NTR1 ag cell count 20 µM: second read-out of NTR1 ag, no call of its own (marks repeat the call); cell count; measured here: cell count, cytotoxicity flag
# * hit, by the source's call; i = inactive; · = no result given; [ ] = dose if it differs, or a comment.
# A first look (2 entries):
# Results follow in this order: GPR55 activation, West Nile virus CPE, GPR55 LPI antagonism, KOR beta-arrestin-1, KOR beta-arrestin-2, NTR1 ag, NTR1 ag cell count 20 µM, Salmonella PhoP GFP, T cell HTS, T cell HTS vesicle-bound %, GPR35 arrestin U2OS
- CC(C)N(Cc1nccn1C)C(=O)c1cc(COc2ccc(F)cc2Cl)on1
  -0.1%, -1.2%, -13%, -7%, -3.5%, 1.0, 64, 9%, i, 63, -3%
- COc1ccc(C(=O)Nc2ccc(N3CCOCC3)cc2)cc1OC
  0.5%, -0.4%, 5%, 2%, 3.1%, 0.4, 46, 5%, i, 67, 0%

# Main list, repeating the preview:
# Results follow in this order: GPR55 activation, West Nile virus CPE, GPR55 LPI antagonism, KOR beta-arrestin-1, KOR beta-arrestin-2, NTR1 ag, NTR1 ag cell count 20 µM, Salmonella PhoP GFP, T cell HTS, T cell HTS vesicle-bound %, GPR35 arrestin U2OS
- CC(C)N(Cc1nccn1C)C(=O)c1cc(COc2ccc(F)cc2Cl)on1
  -0.1%, -1.2%, -13%, -7%, -3.5%, 1.0, 64, 9%, i, 63, -3%
- COc1ccc(C(=O)Nc2ccc(N3CCOCC3)cc2)cc1OC
  0.5%, -0.4%, 5%, 2%, 3.1%, 0.4, 46, 5%, i, 67, 0%
- N#C/C(=C\c1ccccc1[N+](=O)[O-])c1nc(C2CC2)cs1
  0.3%, 2.7%, 9%, 2%, -0.8%, 4.1, 37, 3%, i, 41, -23%
- Cc1ccc(NS(=O)(=O)c2c(C)[nH]c(C)c2C(=O)N2CCCCC2)c(C)c1
  -0.3%, 0.0%, -4%, -16%, 7.2%, 0.5, 55, -2%, i, 13, -1%
- O=C(Nc1ccc(Br)cc1)Nn1cnnc1
  -0.1%, 0.9%, 10%, 20%, 2.7%, -0.1, 59, -3%, i, 65, -6%
- CC(C)(C)NC(=O)CN(C(=O)C(=O)Nc1ccc2c(c1)OCCO2)C(C)(C)C
  0.5%, -0.3%, -2%, 6%[20 µM], -3.6%, 0.0, 44, -3%, i, 27, -4%
- CC(=O)c1sc(NC(=O)Cc2c(F)cccc2Cl)nc1C
  0.0%, -0.5%, 3%, -16%, -1.8%, -0.6, 49, 1%, i, 29, 19%
- c1ccc2c(c1)ncn2CCOCCOCCn1cnc2ccccc21
  -0.5%, -0.7%, 10%, 10%, -4.5%, 0.6, 41, -2%, i, 28, 4%
- COCCNC(=O)CN(C(=O)CCC(=O)Nc1ccccn1)c1ccc(OC)cc1
  0.9%, -0.2%, -30%, -33%[20 µM], 6.7%, 0.5, 60, -2%, i, 47, 5%
- CCS(=O)(=O)C1=NN2C(=N)/C(=C\c3ccc(SCc4ccco4)o3)C(=O)N=C2S1
  0.5%, -0.1%, -1%, -9%, -1.3%, ·, ·, -21%, ·, ·, -5%
- CCn1c(=O)c(=O)[nH]c2cc(C(=O)N3CCN(c4ccccc4F)CC3)ccc21
  -0.1%, 0.3%, 11%, -18%, -1.2%, 3.2, 92, -9%, i, 55, -3%
- COc1ccc(-c2ccc(CCC(=O)O)n2-c2ccccc2O)cc1
  -0.3%, -0.3%, 0%, 9%, -0.1%, 0.9, 55, 9%, i, 21, 19%
- COCc1cc(=O)n2[nH]c(SC)nc2n1
  -0.1%, 0.8%, -1%, -24%, 3.3%, 1.1, 76, -12%, i, 36, 1%
- CCN(CC)C(=O)C1CC(=O)N(c2ccc(F)c(Cl)c2)C1 (stereo unspecified)
  0.0%, 0.1%, 24%, 4%, 3.7%, 1.0, 33, -8%, i, 23, 15%
- CCCN1C(=O)c2[nH]nc(-c3cc(Cl)c(C)cc3O)c2C1c1ccc(O)c(OC)c1 (stereo unspecified)
  0.5%, -0.1%, 3%, 4%, -2.1%, 2.5, 53, -9%, i, 42, -5%

# Later entries:
# Screens by letter: A = GPR55 activation; B = West Nile virus CPE; C = GPR55 LPI antagonism; D = KOR beta-arrestin-1; E = KOR beta-arrestin-2; F = NTR1 ag; G = NTR1 ag cell count 20 µM; H = Salmonella PhoP GFP; I = T cell HTS; J = T cell HTS vesicle-bound %; K = GPR35 arrestin U2OS
CC1(c2ccccc2)NC(=O)N(CC(=O)Nc2cc(S(=O)(=O)N3CCOCC3)ccc2Cl)C1=O (stereo unspecified)
  A: -0.5% | B: 0.0% | C: -6% | D: -17% | E: -3.8% | F: 0.6 | G: 60 | H: 11% | I: i | J: 49 | K: -6%

O=[N+]([O-])c1ccccc1S(=O)(=O)c1ccccc1[N+](=O)[O-]
  A: 0.0% | B: -0.8% | C: 8% | D: 12% | E: -8.6% | F: -0.2 | G: 74 | H: 10% | I: i | J: 56 | K: -17%

COc1ccc(CCNC(=O)c2cc(COc3c(C)cccc3C)on2)c(OC)c1
  A: 0.3% | B: -0.1% | C: 9% | D: 26% | E: -2.9% | F: -1.3 | G: 50 | H: 4% | I: i | J: 63 | K: 5%

Cc1cccc(OCc2nnc(SCc3cc(=O)n4cc(Br)ccc4n3)o2)c1
  A: -0.2% | B: -0.3% | C: -1% | D: -22% | E: · | F: 2.0 | G: 45 | H: 8% | I: i | J: 6 | K: 3%

CC(=O)Nc1cccc(NC(=O)c2ccc3[nH]c(C)c(C)c3c2)c1
  A: -0.3% | B: -0.7% | C: 0% | D: -4% | E: -3.8% | F: -0.1 | G: 41 | H: 6% | I: i | J: 35 | K: 0%

O=C(COC(=O)Cc1ccc(F)cc1)Nc1cc(S(=O)(=O)N2CCOCC2)ccc1N1CCCC1
  A: 0.2% | B: -0.4% | C: 2% | D: 22% | E: -1.7% | F: 1.5 | G: 37 | H: 15% | I: i | J: 40 | K: 9%

COc1cc(/C=C/C(=O)OCC(=O)NC(=O)NC(C)C)ccc1OCC#N
  A: 0.2% | B: 0.4% | C: -4% | D: -7% | E: 7.8% | F: 0.4 | G: 61 | H: -10% | I: i | J: 6 | K: 3%

O=C(Cc1csc(Nc2nc(=S)[nH]c3ccccc23)n1)NCCCN1CCN(c2cccc(Cl)c2)CC1
  A: 0.3% | B: -1.6% | C: 9% | D: -17% | E: 7.7% | F: 2.3 | G: 64 | H: 3% | I: i | J: 5 | K: 3%

NNc1nnc2c3cc(F)ccc3n(Cc3ccccc3)c2n1
  A: -0.1% | B: -0.2% | C: 0% | D: 23% | E: 1.2% | F: 0.1 | G: 63 | H: 3% | I: i | J: 29 | K: 0%

# An excerpt from the list above, for reference:
# Screens by letter: A = GPR55 activation; B = West Nile virus CPE; C = GPR55 LPI antagonism; D = KOR beta-arrestin-1; E = KOR beta-arrestin-2; F = NTR1 ag; G = NTR1 ag cell count 20 µM; H = Salmonella PhoP GFP; I = T cell HTS; J = T cell HTS vesicle-bound %; K = GPR35 arrestin U2OS
CC1(c2ccccc2)NC(=O)N(CC(=O)Nc2cc(S(=O)(=O)N3CCOCC3)ccc2Cl)C1=O (stereo unspecified)
  A: -0.5% | B: 0.0% | C: -6% | D: -17% | E: -3.8% | F: 0.6 | G: 60 | H: 11% | I: i | J: 49 | K: -6%

O=[N+]([O-])c1ccccc1S(=O)(=O)c1ccccc1[N+](=O)[O-]
  A: 0.0% | B: -0.8% | C: 8% | D: 12% | E: -8.6% | F: -0.2 | G: 74 | H: 10% | I: i | J: 56 | K: -17%

COc1ccc(CCNC(=O)c2cc(COc3c(C)cccc3C)on2)c(OC)c1
  A: 0.3% | B: -0.1% | C: 9% | D: 26% | E: -2.9% | F: -1.3 | G: 50 | H: 4% | I: i | J: 63 | K: 5%

Cc1cccc(OCc2nnc(SCc3cc(=O)n4cc(Br)ccc4n3)o2)c1
  A: -0.2% | B: -0.3% | C: -1% | D: -22% | E: · | F: 2.0 | G: 45 | H: 8% | I: i | J: 6 | K: 3%

CC(=O)Nc1cccc(NC(=O)c2ccc3[nH]c(C)c(C)c3c2)c1
  A: -0.3% | B: -0.7% | C: 0% | D: -4% | E: -3.8% | F: -0.1 | G: 41 | H: 6% | I: i | J: 35 | K: 0%

O=C(COC(=O)Cc1ccc(F)cc1)Nc1cc(S(=O)(=O)N2CCOCC2)ccc1N1CCCC1
  A: 0.2% | B: -0.4% | C: 2% | D: 22% | E: -1.7% | F: 1.5 | G: 37 | H: 15% | I: i | J: 40 | K: 9%

COc1cc(/C=C/C(=O)OCC(=O)NC(=O)NC(C)C)ccc1OCC#N
  A: 0.2% | B: 0.4% | C: -4% | D: -7% | E: 7.8% | F: 0.4 | G: 61 | H: -10% | I: i | J: 6 | K: 3%

O=C(Cc1csc(Nc2nc(=S)[nH]c3ccccc23)n1)NCCCN1CCN(c2cccc(Cl)c2)CC1
  A: 0.3% | B: -1.6% | C: 9% | D: -17% | E: 7.7% | F: 2.3 | G: 64 | H: 3% | I: i | J: 5 | K: 3%

NNc1nnc2c3cc(F)ccc3n(Cc3ccccc3)c2n1
  A: -0.1% | B: -0.2% | C: 0% | D: 23% | E: 1.2% | F: 0.1 | G: 63 | H: 3% | I: i | J: 29 | K: 0%

# High-throughput results from PubChem.
